Assay outcomes (PubChem BioAssay)
M1 ag parental: counter-screen for M1 agonists: effect in parental CHO-K1 cells; Fluo-8 calcium fluorescence; scaled to maximal ATP response, vehicle zero; activation, % at 3 µM; actives 0.48% (n = 360,000); AID 602248, 2012; in the data active = activation above about 15%;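 note: untransfected CHO-K1 host cells lacking M1 receptor as counterscreen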
CHO-K1 Ca PAM: nonselective calcium activators in parental CHO-K1 cells, primary screen, counter-screen for M1 PAM project, cell-based, Fluo-8 calcium fluorescence, full deck, 1536-well; actives 0.02% (n = 360,000); activation, % at 3 µM; AID 602247, 2012; ATP EC20; 0% at ATP EC20, 100% at ATP max;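 active = activation above the run cutoff, the mean activation of all test compounds plus 3 SD, cut at about 40% in these data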;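 note: peak over basal fluorescence ratio in a 140 s read after ATP addition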
CHO parental Ca: ATP-evoked calcium signal inhibitors, parental CHO, primary screen, counter-screen for OX1R antagonist project, cell-based, fluorescence, Fluo-8 calcium dye | parental CHO-K1, ATP-induced calcium, Fluo-8 fluorescence | inhibition, % at 5.6 µM | actives 0.63% (n = 330,000);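 active = inhibition above that plate's mean sample inhibition plus 3 SD, cut at about 26% in these data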;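 note: 0% = ATP-challenged DMSO wells and 100% = DMSO wells without ATP; some compounds past the cut are filed as inactive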
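material = parental CHO cells | also added = ATP as calcium-mobilizing challenge | dosing = single point at 5.6 µM | detection = intracellular calcium via Fluo-8 no-wash fluorescent dye | read-out = % inhibition | benchmarks = low control ATP plus DMSO, high control DMSO only | repeats = one well per compound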
M1 antag: human M1 muscarinic receptor antagonists, primary screen, CHO-K1 cells, Fluo-8 calcium fluorescence, 1536-well; CHO-K1 hM1, ACh EC80 antagonist; inhibition, % at 3 µM; actives 1.3% (n = 360,000);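 active = percent inhibition above its own plate's cutoff, namely the mean of that plate's compound wells plus 3 SD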;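 note: peak over basal fluorescence ratio during 140 s after agonist addition; 0% = ACh EC80 plus DMSO and 100% = DMSO alone without agonist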
TAAR1 antagonist: human TAAR1 antagonists, primary screen, Fluo-8 calcium fluorescence, CHO RD-HGA16 cells. Trace amine-associated receptor 1 (Homo sapiens), Q96RJ0. antagonist. inhibition, % at 3 µM. actives 1.5% (n = 360,000). AID 624466, 2012;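 active = inhibition above a per-plate cutoff, the mean inhibition of test compounds on that plate plus 3 SD, cut at about 49% in these data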;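 note: 0% = DMSO plus EC80 beta-PEA response and 100% = DMSO alone without agonist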
Target sequence (Q96RJ0 whole entry, looked up): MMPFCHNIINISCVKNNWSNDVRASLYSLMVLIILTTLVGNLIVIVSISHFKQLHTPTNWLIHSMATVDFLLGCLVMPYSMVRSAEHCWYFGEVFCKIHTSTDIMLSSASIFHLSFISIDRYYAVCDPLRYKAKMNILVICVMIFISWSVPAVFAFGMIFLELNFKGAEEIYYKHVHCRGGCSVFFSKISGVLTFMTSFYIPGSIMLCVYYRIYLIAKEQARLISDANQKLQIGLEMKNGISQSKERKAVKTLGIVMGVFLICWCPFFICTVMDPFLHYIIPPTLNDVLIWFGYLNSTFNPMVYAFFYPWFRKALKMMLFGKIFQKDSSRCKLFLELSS
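System: CHO RD-HGA16 cells bearing hTAAR1. Reagent: EC80 β-phenethylamine stimulus. Schedule: seeding 17-24 h prior, 75-min 37 °C, 30-min RT dye loading. Signal: Fluo-8 intracellular calcium dye fluorescence, real-time kinetic reads. Read-out: % inhibition from peak post-agonist over basal fluorescence ratio. Benchmarks: vehicle wells and EC80 agonist wells. Replicates: n of 1.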
TAAR1 agonist: human TAAR1 agonists, primary screen, Fluo-8 calcium fluorescence, CHO RD-HGA16 cells; Trace amine-associated receptor 1 (Homo sapiens), Q96RJ0; vehicle wells 0%, saturating PEA agonist 100%; activation, % at 3 µM; actives 0.99% (n = 360,000); AID 624467, 2012;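 active = activation above the mean activation of all test compounds in the run plus 3 SD, cut at about 38% in these data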
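Repeats: no replicates (n 1) | Material: CHO-derived RD-HGA16 cells with stable Gα16 and human TAAR1 | Technique: Kinetic Fluo-8 calcium fluorescence | Schedule: 17-24 h seeding, 75 min 37 °C dye, 30 min RT | Evaluation: % activation from peak over basal fluorescence ratio, DMSO-to-PEA scaled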
OXTR potentiator: human OXTR potentiators, primary screen, fluorescence, CHO-OTR cells, Fluo-8 calcium; Fluo-8 calcium fluorescence, potentiator mode; 0% = oxytocin EC15, 100% = EC100; activation, % at 3 µM; actives 0.061% (n = 320,000);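 active = activation above that plate's cutoff, the mean activation of tested compounds plus 3 SD, cut at about 6.6% in these data, passing the limit was not always enough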;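 note: 100% uses oxytocin at 75 nM as the full agonist control; some results filed as inactive read as strong as hits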
Target sequence (P30559 whole entry, looked up): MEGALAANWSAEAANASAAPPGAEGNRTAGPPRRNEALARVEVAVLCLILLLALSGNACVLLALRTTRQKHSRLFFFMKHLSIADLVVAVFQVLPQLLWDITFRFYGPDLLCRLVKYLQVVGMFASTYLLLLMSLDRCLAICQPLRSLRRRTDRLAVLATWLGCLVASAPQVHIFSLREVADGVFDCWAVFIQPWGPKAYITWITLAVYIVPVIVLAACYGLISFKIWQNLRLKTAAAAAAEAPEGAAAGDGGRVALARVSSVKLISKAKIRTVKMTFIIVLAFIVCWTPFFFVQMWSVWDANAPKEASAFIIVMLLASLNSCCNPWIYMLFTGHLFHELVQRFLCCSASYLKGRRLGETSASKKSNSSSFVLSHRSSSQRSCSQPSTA
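System: human OTR in CHO cells; Also added: sub-maximal oxytocin, roughly EC15; Timing: compound 6 min at room temperature before oxytocin, 100 s read; Technique: Fluo-8 intracellular calcium fluorescence, ex 470-495, em 515-575 nm; Controls: oxytocin EC15 low and EC100 high; Replication: singlicate.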
M1 ag: human M1 muscarinic receptor agonists, primary screen, Fluo-8 calcium fluorescence, CHO-K1 cells, HTS. Muscarinic acetylcholine receptor M1 (Homo sapiens), P11229. CHO-K1 hM1, agonist mode; 0% DMSO, 100% acetylcholine EC100. activation, % at 3 µM. actives 0.33% (n = 360,000). AID 588814, 2011;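 active = activation above the run's mean compound activation plus 3 SD, cut at about 16% in these data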;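 note: peak over basal fluorescence ratio within a 140 s kinetic read after compound addition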
CHO-K1 Ca antag: M1 antagonist counterscreen hit in parental CHO-K1 cells; ATP-induced calcium, Fluo-8 fluorescence; inhibition, % at 3 µM; actives 0.6% (n = 360,000); AID 602250;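 active = inhibition above a per-plate cutoff, the plate's mean sample inhibition plus 3 SD, cut at about 24% in these data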;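 note: 0% = DMSO plus EC80 ATP and 100% = DMSO alone without ATP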
The depositor's hits bear a star; . = no result given.

SMILES	M1 ag parental	CHO-K1 Ca PAM	CHO parental Ca	M1 antag	TAAR1 antagonist	TAAR1 agonist	OXTR potentiator	M1 ag	CHO-K1 Ca antag
NS(=O)(=O)c1ccc(CNS(=O)(=O)c2ccc(Cl)nc2)cc1	0.7	27	-8	-2	4	1	-6	-9	-16
COCCCN(C(=O)c1ccco1)c1nc(-c2ccc(OC)cc2)cs1	0.2	-2	-18	2	14	0	-7	-4	-1
CCC(CC)NC(=O)CCCSc1nc2ccccc2[nH]1	-0.1	3	-15	-5	2	0	-3	-8	3
O=C(CSc1nc2[nH]ncc2c(=O)[nH]1)NCCc1ccccc1	-0.1	5	-8	-8	12	57*	-6	-7	-3
CN1CCN(CC(=O)Nc2nc3c(s2)CCCC3)CC1	0.3	-2	-13	-15	-28	1	-7	-6	3
Cc1nc(NCc2ccco2)[nH]c(=O)c1CCC(C)C	0.3	-5	-4	6	7	1	-3	-6	2
CCC1=C(OC(=O)N(CC)CC)N2C(=O)OC(=NCCc3c[nH]c4ccccc34)[C@]2(C)[C@H]2C1=CC[C@H]1C(=O)NC(=O)[C@H]12	0.2	-3	-22	-2	7	2	-4	-6	-4
O=C(NCc1cccs1)c1ccc(CS(=O)Cc2ccc(Cl)cc2)o1 (stereo not drawn)	0.9	8	.	-14	-10	2	.	-4	-4
COc1ccc(CC(=O)Nc2ccc(-c3cn4cccc(C)c4n3)cc2)cc1OC	0.8	20	-6	-18	-10	15	-12	-2	-8
CC(C)CC(=O)Nc1ccc(-c2nc3ccccc3c(=O)[nH]2)cc1	0.3	11	-17	-17	4	7	-6	-7	1
CSC1=NC2(CCCCC2)C2=C(CCCC2)N1	1.1	11	-8	-14	-16	4	-1	-8	-15
CCOc1ccc(-n2ccnc(SCC(=O)Nc3cccc(OC)c3)c2=O)cc1	0.7	-2	-12	-2	-13	0	-8	-3	2
O=C(Nc1ccc(CN2CCOCC2)cc1)c1ccc(Br)o1	0.2	-10	-4	7	-11	2	-7	-2	-5
CC1(C)OC(=O)N(CCc2ccccc2)C1(C)O (stereo not drawn)	0.3	21	10	-5	6	13	1	-5	4
O=C(Cc1ccc(-n2cccc2)cc1)NCc1cccs1	0.8	0	-10	-4	-6	0	-5	-3	-3
O=C1CN(C(=O)COC(=O)c2cccnc2Cl)c2ccccc2N1	0.5	-4	-5	-1	-16	4	-6	0	-10
C/C(Cc1ccccc1)=N/NC(=O)CNC(=O)C(c1ccccc1)c1ccccc1	1.0	15	-8	-15	1	0	-4	-1	-7
COc1cc(NC(=O)C/C(C)=N/NC(=O)C(=O)NCCO)c(OC)cc1Cl	-0.5	-15	-45	-6	2	10	5	-7	55*
COc1ccc(S(=O)(=O)N2CCOCC2)cc1NC(=O)COC(=O)c1ccc([N+](=O)[O-])s1	2.3	21	7	-2	.	.	3	0	4
O=C(C1=C[C@@H](c2ccc(C(F)(F)F)cc2)C[C@@H](OCc2ccc(CO)cc2)O1)N1CCN(Cc2ccc3c(c2)OCO3)CC1	2.2	21	-18	3	55*	10	-6	-4	-23

Nothing new here: 10 of the compounds above.
SMILES	M1 ag parental	CHO-K1 Ca PAM	CHO parental Ca	M1 antag	TAAR1 antagonist	TAAR1 agonist	OXTR potentiator	M1 ag	CHO-K1 Ca antag
NS(=O)(=O)c1ccc(CNS(=O)(=O)c2ccc(Cl)nc2)cc1	0.7	27	-8	-2	4	1	-6	-9	-16
COCCCN(C(=O)c1ccco1)c1nc(-c2ccc(OC)cc2)cs1	0.2	-2	-18	2	14	0	-7	-4	-1
CCC(CC)NC(=O)CCCSc1nc2ccccc2[nH]1	-0.1	3	-15	-5	2	0	-3	-8	3
O=C(CSc1nc2[nH]ncc2c(=O)[nH]1)NCCc1ccccc1	-0.1	5	-8	-8	12	57*	-6	-7	-3
CN1CCN(CC(=O)Nc2nc3c(s2)CCCC3)CC1	0.3	-2	-13	-15	-28	1	-7	-6	3
Cc1nc(NCc2ccco2)[nH]c(=O)c1CCC(C)C	0.3	-5	-4	6	7	1	-3	-6	2
CCC1=C(OC(=O)N(CC)CC)N2C(=O)OC(=NCCc3c[nH]c4ccccc34)[C@]2(C)[C@H]2C1=CC[C@H]1C(=O)NC(=O)[C@H]12	0.2	-3	-22	-2	7	2	-4	-6	-4
O=C(NCc1cccs1)c1ccc(CS(=O)Cc2ccc(Cl)cc2)o1 (stereo not drawn)	0.9	8	.	-14	-10	2	.	-4	-4
COc1ccc(CC(=O)Nc2ccc(-c3cn4cccc(C)c4n3)cc2)cc1OC	0.8	20	-6	-18	-10	15	-12	-2	-8
CC(C)CC(=O)Nc1ccc(-c2nc3ccccc3c(=O)[nH]2)cc1	0.3	11	-17	-17	4	7	-6	-7	1

Continued:
SMILES	M1 ag parental	CHO-K1 Ca PAM	CHO parental Ca	M1 antag	TAAR1 antagonist	TAAR1 agonist	OXTR potentiator	M1 ag	CHO-K1 Ca antag
O=C(NCCc1cccc(Cl)c1)c1cc2ccccc2oc1=O	0.3	6	6	-10	.	.	-15	0	5
Cc1cc(=O)[nH]c(N2CCN(C(=O)c3ccco3)CC2)n1	0.7	-3	-8	-7	-13	2	-5	-5	-15
COc1ccc2c(c1)[nH]c1c(=O)n(CCN3CCCC3)cnc12	0.4	17	7	-27	0	14	-14	-4	-11
Cc1cc(/C=C(\C#N)C(=O)N2CCCCC2)cc(C)c1O	0.2	-11	-11	-1	16	2	-6	-2	-11
CC1=C(C(=O)OC2CCCC(C)C2)C(c2ccccc2)NC(=O)N1 (stereo not drawn)	0.0	9	-19	-22	-15	-1	1	-5	-5
CC(C)(C)OC(=O)NCCc1nnc(SCC(N)=O)o1	0.0	15	4	1	-2	9	0	-2	-7
Cc1nn(C)c(Oc2cccc(C(F)(F)F)c2)c1C#N	1.6	31	5	-8	-4	-1	0	-12	-13
COc1ccc(S(=O)(=O)N2CCOCC2)cc1NC(=O)Cc1ccc(Cl)c(Cl)c1	0.5	22	-21	-9	-9	1	-9	-9	4
COc1ccc(C)cc1NC(=O)Cc1csc(NC(=O)Nc2ccccc2OC)n1	4.3	6	.	6	73*	6	.	1	7
COc1cc(/C=N/O)cc(Br)c1OS(=O)(=O)c1ccc(C)cc1	1.3	19	15	3	28	1	-10	-4	-2
CC(=O)NCCC(=O)NCC1(N(C)Cc2ccccc2)Cc2ccccc2C1	16*	21	.	-22	-5	1	.	-5	-7
COc1ccc(-c2csc(Nc3ccc(C)cn3)n2)cc1	2.4	12	-12	1	-31	-2	-12	-6	-9
COc1ccc(N(CC(=O)N/N=C/c2cccnc2)S(=O)(=O)c2ccc(C)cc2)cc1OC	2.4	6	.	-9	17	10	.	-3	-9
COc1ccc(CN2C[C@H]3CON(C)[C@H]3C[C@H]2c2ccc(-c3cccc(F)c3)cc2)cc1	0.7	4	.	-3	-15	6	.	-3	8
CN(CC(=O)Nc1ccccc1Cl)C(=O)COC(=O)c1nc(Cl)c(Cl)c(Cl)c1Cl	-0.5	-19	-10	8	-9	1	2	-7	-5
CC(=O)c1ccc(S(=O)(=O)N2Cc3ccccc3CC2C(=O)O)cc1 (stereo not drawn)	0.8	19	-7	0	-23	1	-4	-1	-23
CCCCCN(C(=O)NC(=O)Nc1ccccc1C)S(=O)(=O)c1ccccc1	0.6	4	-7	-9	23	6	-7	-3	0
COc1cccc(CC2(CO)CCCN(Cc3ccccc3-c3ccco3)C2)c1 (stereo not drawn)	-0.3	-13	-15	7	-4	11	-7	-11	20
O=C(CN1C(=O)CC(c2ccccc2)=Nc2ccccc21)NCc1ccccc1	2.1	14	-10	-8	-6	2	-6	2	-2
CCOC(=O)CNC(=S)N(CCCN1CCCCC1)Cc1cccs1	0.1	16	-9	12	4	0	-5	-9	-10
COCCN(CC(=O)NC1CCCCC1)C(=O)CCCC(=O)Nc1ccccn1	0.3	3	-3	-4	12	4	2	-8	3
O=S(=O)(CC(O)COc1ccccc1Cl)c1ccccc1 (stereo not drawn)	0.6	7	-14	-8	3	3	-4	-3	-4
COC1OC2COC(c3ccccc3)OC2C2OC12 (stereo not drawn)	0.6	5	.	-23	1	3	.	-2	-6
O=C(CN1CCCCCC1)Nc1ccccc1OC(F)F	-0.3	4	0	2	0	2	0	-6	-9
COc1c(C=O)c(CCN(C)C(=O)c2ccc(F)cc2)cc2c1OCO2	1.5	17	-18	-21	-40	1	2	-1	-11
COc1ccc(CNS(=O)(=O)c2c(C(=O)N3CCCCC3)c(C)n(C)c2C)cc1	0.6	26	-10	-8	-16	0	-1	-1	-7
Cc1ccc(Nc2nc(CSc3nnnn3C)cs2)cc1	0.5	-4	-30	3	14	3	-11	-6	3
O=C(O)C1CCCN(C(=O)c2cccc3ccccc23)C1 (stereo not drawn)	0.0	8	5	-8	6	-5	2	-2	-7
CN(c1ccc(C(=O)Nc2cccc(O)c2)cc1)S(=O)(=O)c1ccccc1	8.2	11	0	-2	10	12	-7	-2	-10
O=C(Nc1nccs1)c1ccc(S(=O)(=O)N2CCCCC2)cc1	0.9	9	-4	-17	0	5	-6	1	-5
Cc1ccc(S(=O)(=O)NC(=O)C2(C)CCN2C(=O)c2ccccc2CCc2ccccc2)nc1 (stereo not drawn)	0.6	4	.	-11	-7	0	.	-3	-6
CCn1c(=O)c([N+](=O)[O-])c(NC2CCS(=O)(=O)C2)c2ccccc21 (stereo not drawn)	-0.2	0	-8	2	-27	4	-4	-2	-5
